Rtt109 Vps75 = blocks Candida albicans Rtt109/Vps75 acetyltransferase activity; purified Rtt109/Vps75, ThioGlo CoA-SH fluorescence, 4 h; inhibition, % at 34.9 µM; hit rate 0.16% among 330,000; AID 540336;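 active = inhibition of at least 50% in every replicate; inconclusive = best replicate reaches 50% inhibition but some replicates fall short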
Target sequence (Q5AAJ8 whole entry, looked up): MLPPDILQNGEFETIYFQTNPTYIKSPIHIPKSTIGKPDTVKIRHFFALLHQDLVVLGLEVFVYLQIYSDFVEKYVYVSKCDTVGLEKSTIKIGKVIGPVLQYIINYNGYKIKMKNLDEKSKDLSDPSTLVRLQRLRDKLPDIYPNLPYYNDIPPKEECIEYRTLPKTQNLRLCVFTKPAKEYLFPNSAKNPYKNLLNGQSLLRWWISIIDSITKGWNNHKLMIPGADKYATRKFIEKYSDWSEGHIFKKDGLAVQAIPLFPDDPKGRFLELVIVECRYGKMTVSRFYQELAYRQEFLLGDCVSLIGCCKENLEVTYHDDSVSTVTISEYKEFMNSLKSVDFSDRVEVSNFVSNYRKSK
Wnt act = activates Wnt/beta-catenin signaling in a reporter cell assay; activator, plate reader; activation, % at 9.35 µM; hit rate 1.2% among 300,000; AID 743398; in the data active = activation above about 30%, passing the limit was not always enough; inconclusive = no clear call, values can overlap the other calls;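 also: 0% = neutral control wells and 100% = positive control wells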
CAL PDZ FP-1 = human CAL PDZ-peptide interaction inhibition | Q9HD26 | purified CAL PDZ, TMR-peptide fluorescence polarization, 1 h | inhibition, % at 20 µM | hit rate 0.02% among 330,000 | AID 504414;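 active = highest replicate inhibition of at least 40%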;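 also: plate controls were DMSO neutral control wells for no effect and unlabeled competitor peptide control wells for full effect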
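Control set: unlabelled peptide and DMSO controls / Material: purified CerCALP PDZ construct / Timing: 1 h incubation at room temperature before polarization reading / Doses: 20 µM, one dose / Detection: fluorescence polarization (mP)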
V-ATPase pH = alters yeast V-ATPase proton transport. S. cerevisiae, pHLuorin cytosolic pH fluorescence. hit rate 0.37% among 350,000. response, % at 10 µM. AID 504577; in the data active = response mostly above about 7.3%, no sharp cut-off; inactive = mostly below about 5.4%; also: actives read high; inactives centre near 0; some compounds called inactive have numbers as strong as hits
Tat export inh = E. coli Tat transport inhibition | E. coli MC4100 TorA-mCherry Tat export, fluorescence | inhibition, % at 10 µM | hit rate 0.036% among 340,000;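 active = mean replicate inhibition at least 50% and at least half of replicates individually reaching 50%; inconclusive = only one of the two criteria met; inactive = neither criterion met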;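 also: exported cargo escapes ClpAP degradation while cytoplasmic cargo is degraded and loses fluorescence; 0% = median of neutral control wells and 100% = median of NaSCN control wells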
MITF TRPM1 HTS = MITF TRPM1 promoter activation in melanoma cells; SK-MEL-5 TRPM1-promoter luciferase, 24 h; % of positive control, neutral wells = 0; activation, % at 12.5 µM; hit rate 0.75% among 300,000; AID 588334;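 active = mean activation of at least 80% with every replicate also reaching 80%; inconclusive = mean reaches 80% but some replicate falls short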;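 also: 0% = neutral control wells and 100% = parthenolide positive control wells; values of inactives mirror those of a sister screen read the other way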
dFosB activator = enhances mouse delta FosB homodimer DNA binding | AID 493131 | activation, % at 25 µM | purified delta FosB, TAMRA-CDK5 oligo fluorescence polarization; percent of positive-control signal above neutral wells | hit rate 0.99% among 340,000 | P13346;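 active = mean activation above about 17%, with every replicate also reaching it, limit read from the data, passing the limit was not always enough; inconclusive = only one of the two conditions met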;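 also: fluorescence polarization rise as delta FosB binds a TAMRA Cdk5 AP-1 oligo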
Target sequence (P13346 whole entry, looked up): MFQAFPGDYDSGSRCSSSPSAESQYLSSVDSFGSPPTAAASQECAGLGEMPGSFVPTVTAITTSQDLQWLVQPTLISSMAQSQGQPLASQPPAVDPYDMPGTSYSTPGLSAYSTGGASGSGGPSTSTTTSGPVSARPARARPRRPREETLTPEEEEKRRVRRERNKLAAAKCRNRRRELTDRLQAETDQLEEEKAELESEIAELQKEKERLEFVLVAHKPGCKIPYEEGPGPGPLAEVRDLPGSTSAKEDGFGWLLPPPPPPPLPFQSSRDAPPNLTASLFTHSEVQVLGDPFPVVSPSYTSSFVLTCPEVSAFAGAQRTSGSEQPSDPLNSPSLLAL
CDK5 p35 inh = CDK5/p35 (human) kinase inhibition | Q00535+Q15078 | Recombinant CDK5/p35, ADP-Glo luminescence, 60 min | inhibition, % at 10 µM | hit rate 0.01% among 330,000 | AID 488839;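 active = highest replicate inhibition of at least 50% and at least 75% of replicates reaching 50%; inconclusive = only one of the two criteria met; inactive = both criteria failed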;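 also: plate controls were DMSO neutral control for no effect and GW8510 at 10 µM for full effect; many of its hits are not listed in these tables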
CAL PDZ FP-2 = inhibitors of human CAL PDZ peptide binding. Q9HD26. purified CAL PDZ, TMR-peptide fluorescence polarization, 1 h. inhibition, % at 24.9 µM. hit rate 0.92% among 300,000. AID 602252;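 active = mean inhibition of at least 30% with at least half of replicates also reaching 30%; inconclusive = no clear call, values can overlap the other calls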;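 also: 0% = DMSO neutral control and 100% = excess unlabeled competitor peptide PRC23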
RTF Ca sens act = increases calcium sensitivity of human cardiac regulated thin filaments; P19429+P45379; IANBD-labeled TnC RTF fluorescence at EC20 calcium; 0% EC20 calcium, 100% full calcium; activation, % at 7.2 µM; hit rate 0.24% among 340,000; AID 493008;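 active = activation above the mean over all tested compounds plus 3 SD, cut at about 30% in these data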;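 also: rise in fluorescence read as greater calcium sensitivity of cardiac thin filaments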
Numbers without * were called inactive; ? = inconclusive; . = no result given. No enrichment for hits, and some 4.1% of all compounds hit somewhere here.

no. | Rtt109 Vps75 | Wnt act | compound | CAL PDZ FP-1 | V-ATPase pH | Tat export inh | MITF TRPM1 HTS | dFosB activator | CDK5 p35 inh | CAL PDZ FP-2 | RTF Ca sens act
1 | -8 | -1 | COc1ccccc1CN1CC(C(=O)NC2CCOCC2)CCC1=O (stereo unspecified) | -1.4 | 0 | 1 | -4 | 3 | -0.8 | 1 | -1
2 | 10 | -2 | CC(C)(C)SCCNC(=O)c1ccc(Cl)c([N+](=O)[O-])c1 | 0.3 | 4 | -4 | -5 | -5 | -6.3 | -2 | 5
3 | -8 | 8 | S=C(Nc1ccc2c(c1)OCO2)Nc1ccccc1Cl | -0.3 | 4 | -2 | 10 | -10 | 2.0 | -3 | 2
4 | 4 | -1 | COc1c(C)cc(Br)cc1C(=O)NC(=S)NCc1ccco1 | 0.0 | -1 | 3 | -3 | -7 | -3.2 | . | 1
5 | -9 | 3 | CCOc1ccc(C(=O)NCC(=O)OCCCOC(=O)CNC(=O)c2ccc(OCC)cc2)cc1 | -1.9 | 0 | 0 | 2 | -7 | -3.3 | -2 | 0
6 | -299 | -11 | CC(C)c1cc(NCC2CCCO2)n2c(nc3ccccc32)c1C#N (stereo unspecified) | -0.5 | -1 | 0 | -3 | -1 | 2.3 | -6 | -2
7 | 1 | 0 | Cc1cc(C)n2cc(COc3ccccc3)nc2n1 | -1.6 | 2 | -2 | 13 | 2 | -5.1 | -2 | 1
8 | -13 | -2 | CC(C)CCOc1ccc(C2CC(=O)N(C)C2=O)cc1 (stereo unspecified) | -0.2 | 0 | 4 | . | -3 | -4.4 | . | 3
9 | -9 | . | N#C/C(=C\c1ccc(F)cc1)c1n[nH]c(Cn2cncn2)n1 | -1.8 | 7 | 0 | 5 | -7 | 0.7 | -2 | 3
10 | -22 | -2 | O=C(CN(Cc1ccccc1)C(=O)CCC(=O)Nc1nccs1)NCc1ccc(F)cc1 | -2.4 | -2 | 3 | -3 | -3 | 0.0 | -5 | 10
11 | -1 | . | CCCCn1c(SCN2C(=O)c3ccccc3C2=O)nc2cc(S(N)(=O)=O)ccc21 | -1.0 | -3 | -2 | -4 | 4 | 0.2 | -4 | 7
12 | 1 | 3 | COC(=O)c1ccc(OCCOc2ccccc2C)cc1 | -0.1 | 3 | 11 | 17 | 4 | 0.6 | . | 2
13 | 6 | -8 | Cc1cc(S(=O)(=O)NCCCN2CCOCC2)c(Cl)cc1Cl | 2.9 | -2 | 1 | -4 | 1 | 0.2 | . | 1
14 | -4 | 0 | Clc1ccc(/C=N/Nc2ncnc3nc[nH]c23)cc1 | -5.4 | 3 | 6 | 187* | -10 | 11 | -1 | 0
15 | . | . | CCc1cc(C(=O)c2ccccc2OC)c(N)s1 | -2.4 | 1 | 14 | 1 | -1 | 5.9 | -2 | -6
16 | 4 | 2 | O=C(COc1cc2oc(=O)c3c(c2cc1Cl)CCC3)NCC(O)c1ccccc1 (stereo unspecified) | -0.6 | -2 | 1 | 39 | -9 | 1.7 | . | -3
17 | 12 | 0 | CCCCC(CCC(=O)Nc1cc([N+](=O)[O-])ccc1O)C(=O)O (stereo unspecified) | -2.1 | 1 | 6 | 2 | -1 | -0.8 | -6 | 3
18 | 7 | . | CSc1nc2ccccc2n1CC(=O)Nc1cc(C(F)(F)F)ccc1N1CCOCC1 | -0.3 | -1 | 12 | 10 | -8 | -3.3 | 2 | -2
19 | -2 | 3 | COc1ccccc1N1C(=O)c2ccccc2NC1c1ccc(O)cc1 (stereo unspecified) | -0.7 | -6 | 2 | . | -1 | 1.5 | -3 | 1
20 | 0 | -1 | C=CCn1c(O)c(N=NC(=O)c2ccccc2NS(=O)(=O)c2cccs2)c2ccccc21 | 0.3 | 1 | -6 | -6 | 6 | 0.0 | 0 | 4
21 | 17 | -4 | Cc1cc2oc(C(=O)NCc3ccncc3)c(C)c2cc1C | -1.7 | 4 | 8 | 4 | -9 | -1.5 | . | -3
22 | 2 | -2 | COc1cccc(C(=O)C2CCCN(C/C=C/c3ccccc3OC)C2)c1 (stereo unspecified) | -1.3 | -2 | 4 | -4 | -8 | -0.6 | -3 | 2
23 | -7 | 2 | CN(C)/C=C/C(=O)c1ccc(OCCN(C)c2ccccn2)cc1 | . | 6 | -2 | 0 | -7 | 0.9 | -6 | -2
24 | 2 | 2 | CCN1CCN(S(=O)(=O)c2ccc(Cl)c(C(=O)N(C)CC(=O)Nc3c(C)cccc3C)c2)CC1 | -1.0 | 1 | -5 | -3 | -4 | -7.3 | -5 | -5
25 | 15 | -1 | CC(C)(C)OC(=O)NCc1ccc(CNC(=O)c2nc[nH]c2C(=O)N2CCN(c3ccccc3)CC2)cc1 | -1.4 | 4 | -4 | 3 | 5 | 1.5 | -1 | 3
26 | -2 | -3 | Cc1ccccc1-n1c(C)nc2ccccc21 | -0.2 | 1 | -8 | -6 | 1 | 0.1 | -4 | -5
27 | 12 | -2 | CCC(C)(C)NC(=O)C(c1ccc(F)cc1)N(Cc1ccccc1)C(=O)c1cnccn1 (stereo unspecified) | 0.2 | -2 | -1 | -7 | -9 | -0.1 | 7 | .
28 | 12 | . | Cc1ccccc1NS(=O)(=O)c1cc(C(N)=O)ccc1C | -0.8 | 0 | -2 | -6 | -5 | 1.4 | -1 | 0
29 | -9 | . | CCC(=O)Nc1cccc(NC(=O)c2ccc(C)c([N+](=O)[O-])c2)c1 | -0.1 | -1 | -9 | 19 | -3 | -0.1 | 2 | -1
30 | -3 | -1 | COc1ccc(C2CC(c3ccccc3)=NN2c2ccccc2)c(C(=O)O)c1OC (stereo unspecified) | -2.3 | 2 | 13 | -4 | -7 | -1.6 | . | 7
31 | -3 | -1 | CSc1nc(=S)c2[nH]c(=S)[nH]c2[nH]1 | -0.2 | 0 | -2 | 10 | -2 | 2.9 | -5 | 0
32 | -1 | -2 | Cc1ccc(C)c(N2CCN(Cc3nnnn3C3CCCCC3)CC2)c1 | -0.1 | 2 | 1 | -3 | -17 | -0.3 | 3 | -6
33 | 10 | -3 | COc1ccc(CN(CC(=O)NC2CCCC2)C(=O)CN2C(=O)COc3ccccc32)cc1 | -2.4 | 6 | -2 | 1 | 1 | -0.1 | -2 | -3
34 | -9 | -1 | COC(=O)[C@]1(C)N[C@H](CN(C)C(=O)c2ccc(F)cc2)[C@@H]2C(=O)N(C)C(=O)[C@@H]21 | -0.1 | 1 | 13 | 5 | -4 | 4.1 | 2 | -4
35 | 9 | -1 | Nc1nc(Nc2ccccc2F)nc(NC2CCCCC2)c1[N+](=O)[O-] | -1.5 | -1 | -4 | 9 | -10 | 0.2 | 0 | -4
36 | 8 | . | CC1CCCN(C(=O)c2sc3cc([N+](=O)[O-])ccc3c2Cl)C1 (stereo unspecified) | 0.3 | -1 | -3 | 36 | -8 | -0.6 | -9 | -6
37 | 5 | 0 | O=C(Cn1c(=O)ccn(Cc2ccccc2)c1=O)Nc1cccc(S(=O)(=O)N2CCOCC2)c1 | -0.5 | 7 | -4 | -7 | -2 | 1.6 | -2 | 8
38 | 18 | -2 | O=C1NC[C@H](Cc2ccccc2)N(C[C@H]2CCCN2C[C@H](Cc2ccccc2)N2C[C@H](Cc3ccc(O)cc3)N(CC3CCCCCC3)C(=O)C2=O)C1=O | -1.4 | -1 | 12 | 5 | -17 | 0.1 | 5 | -1
39 | 0 | 0 | Cc1cc(NC(=O)CSc2ncccc2C(=O)O)no1 | -0.5 | -6 | 6 | -6 | -7 | -0.4 | 0 | -2
40 | . | 23 | O=C(Cc1ccccc1F)Nc1ccc(SC(F)F)cc1 | -2.9 | 2 | -3 | 103* | 0 | -4.7 | 0 | 0
41 | 6 | 6 | O=C(C1=NNCC1c1ccc(Cl)cc1)C1CO1 (stereo unspecified) | -3.2 | 6 | -2 | -11 | 2 | -1.0 | -2 | -6
42 | 2 | 0 | C/C(=N/NS(=O)(=O)c1ccccc1)c1ccc(NC(=O)C2CC2)cc1 | -0.3 | -1 | 11 | -2 | 1 | 1.6 | 6 | 17
43 | 2 | -2 | COC(=O)c1ccc2c(=O)n(CCCCCC(=O)O)c(=O)[nH]c2c1 | -0.4 | -1 | 3 | -3 | -4 | 1.4 | -1 | -1
44 | 1 | 2 | Cn1c(=O)n(CCc2ccccc2)c(=O)c2c1nc1n2CCCN1c1ccccc1 | 0.2 | 8 | -9 | 20 | 2 | -0.4 | 0 | -5
45 | 0 | -2 | O=C(CNC(=O)c1ccccc1F)NCc1ccncc1 | -1.0 | 4 | 1 | 10 | -1 | 3.3 | . | -3
46 | -2 | 16 | Cc1cccc[n+]1CC(=O)c1ccc([N+](=O)[O-])cc1 | -0.2 | 5 | 7 | . | 4 | 1.1 | 1 | 4
47 | 1 | -1 | Cc1ccccc1-n1cc(CNC(=O)CC2C(=O)NCCN2C/C=C/c2ccccc2)cn1 (stereo unspecified) | -0.3 | 1 | -7 | -5 | -3 | -0.1 | -1 | 9
48 | -201 | 1 | C=CCOc1c(Br)cc(C2C3=C(CCCC3=O)N(C)C3=C2C(=O)CCC3)cc1OCC | -2.0 | -1 | -2 | 3 | -21 | -1.1 | . | -5
49 | -2 | -4 | COCCNC(=S)N/N=C/c1ccc(OCc2ccc(C(=O)OC)cc2)cc1 | 0.3 | 0 | 5 | -1 | 4 | 0.3 | -5 | 6
50 | ? | 33* | O=C(Nc1ccc(Cl)cc1)Nc1ccccc1Sc1ncc([N+](=O)[O-])s1 | 1.1 | 0 | -10 | -49 | -9 | -1.8 | -6 | -7

Following part:
no. | Rtt109 Vps75 | Wnt act | compound | CAL PDZ FP-1 | V-ATPase pH | Tat export inh | MITF TRPM1 HTS | dFosB activator | CDK5 p35 inh | CAL PDZ FP-2 | RTF Ca sens act
51 | 11 | 1 | CC(=O)c1ccc(OCCn2c(SCC(=O)O)nc3ccccc32)cc1 | -2.8 | 5 | 6 | 6 | -8 | 0.4 | . | 6
52 | 8 | . | CCC(=O)N(Cc1cc2c(C)cc(C)cc2[nH]c1=O)C1CCCCC1 | -0.8 | 0 | 3 | 0 | 5 | -0.2 | -2 | 6
53 | -10 | . | COc1ccc(/C=N/NC(=O)c2cccc([N+](=O)[O-])c2)cc1OS(=O)(=O)c1ccc(C)cc1 | . | 1 | 0 | . | -3 | -0.3 | 14 | 9
54 | 2 | . | O=c1[nH]c(N2CCc3ccccc3C2)nc2c1CCC2 | 0.0 | -35 | 5 | 2 | 2 | 0.9 | . | -3
55 | 0 | -1 | Nc1nnc(-c2ccncc2)s1 | -0.9 | 2 | -4 | 12 | -5 | -1.0 | -3 | 3
56 | 9 | 3 | Cc1cc(C)cc(OC(C)C(=O)Nc2ccc3c(c2)n(C)c(=O)n3C)c1 (stereo unspecified) | -0.1 | -1 | -2 | -17 | -7 | 1.2 | . | 1
57 | 14 | -1 | O=C1CC(CSc2ccc(Cl)cc2)=NN1 | -1.6 | -1 | 0 | . | -7 | 0.2 | . | .
58 | -5 | -3 | COc1ccc(CCNC(=O)c2ccnc(C(C)(C)C)c2)cc1OC | -1.0 | 5 | -4 | . | -3 | -0.2 | 0 | -3
59 | 1 | -5 | CN1C(=O)N(S(=O)(=O)c2ccc(F)c(F)c2F)C(=O)C1(C)C | 0.1 | 1 | 5 | . | -5 | 0.2 | -3 | 4
